Casp6 inh: blocks human caspase-6 cleavage activity | P55212 | purified caspase-6, Z-VEID-R110 cleavage fluorescence | inhibition, % at 12.5 µM | 350,000 compounds, 0.53% hits;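 active means mean inhibition across replicates at least about 35%, with every replicate also reaching that limit, limit read from the data; inconclusive means only one of the two criteria met; inactive means neither criterion met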;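 further: 0% = median of neutral control wells and 100% = no fluorescence left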
Target sequence (P55212 24-179 limits assumed): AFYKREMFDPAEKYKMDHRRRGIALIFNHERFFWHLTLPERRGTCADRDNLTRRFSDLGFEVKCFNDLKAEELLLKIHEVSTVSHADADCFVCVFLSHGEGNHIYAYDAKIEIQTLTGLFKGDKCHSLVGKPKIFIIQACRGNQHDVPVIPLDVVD
Target sequence (P55212 194-293 limits assumed): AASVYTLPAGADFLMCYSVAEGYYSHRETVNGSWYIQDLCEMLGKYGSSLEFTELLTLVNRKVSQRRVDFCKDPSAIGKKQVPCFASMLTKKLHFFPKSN
LGR2 antag: blocks bursicon-induced cAMP signaling via Drosophila LGR2; HEK293 LGR2, CRE-luciferase, bursicon-stimulated, 4 h; inhibition, % at 9.99 µM; 380,000 compounds, 0.35% hits; AID 720647;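 active means drop in luminescence signal, shown as inhibition above about 50% in the replicate tests, limit read from the data, passing the limit was not always enough; inconclusive means probably only some replicates passing the limit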;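 further: agonist challenge used bursicon conditioned medium at about half maximal strength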
EWS-Fli inh: EWS/Fli transcriptional activity inhibition; A673 NR0B1-luciferase reporter, viability-normalised; inhibition, % at 12.6 µM; 350,000 compounds, 0.67% hits; AID 651661;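 active means mean inhibition of at least 50% after viability correction, with every replicate also passing that limit; inconclusive means mean reaches 50% but only one of two replicates passes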;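 further: firefly luciferase signal divided by Alamar Blue viability fluorescence both relative to DMSO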
SIRT5 inh: blocks human SIRT5 desuccinylation of peptide | Q9NXA8 | Purified SirT5, succinyl-peptide AMC, trypsin-coupled fluorescence | inhibition, % at 15 µM | 330,000 compounds, 1.1% hits; in the data active means inhibition above about 15%; inconclusive means no clear call, values can overlap the other calls
Target sequence (Q9NXA8 whole entry, looked up): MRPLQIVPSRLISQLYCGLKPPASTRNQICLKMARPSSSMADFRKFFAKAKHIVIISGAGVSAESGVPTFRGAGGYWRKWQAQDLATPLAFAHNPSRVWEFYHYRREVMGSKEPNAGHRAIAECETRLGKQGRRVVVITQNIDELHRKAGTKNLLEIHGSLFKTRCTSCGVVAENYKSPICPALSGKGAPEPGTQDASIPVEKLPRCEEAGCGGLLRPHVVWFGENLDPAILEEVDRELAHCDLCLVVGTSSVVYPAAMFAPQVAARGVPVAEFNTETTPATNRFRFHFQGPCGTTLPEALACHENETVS
DENV2 CPE rescue: DENV2-induced cell death inhibition; DENV2-infected cells, cytopathic effect rescue, plate reader; CPE inhibition, % at 9.99 µM; 350,000 compounds, 1.7% hits; AID 651640; in the data active means CPE inhibition above about 20%, passing the limit was not always enough; inconclusive means no clear call, values can overlap the other calls; tested in BHK-21 cells;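 further: 0% = median of neutral control wells and 100% = median of positive control wells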
ARNT TACC3 PPI: ARNT/TACC3 interaction disruption; Q9Y6A5; AlphaScreen His-ARNT PAS-B/GST-TACC3 binding, luminescence; TACC3 fragment carries E629A point mutation; inhibition, % at 9.99 µM; 390,000 compounds, 0.66% hits;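 active means mean inhibition of replicates at least 50% and at least half of replicates each reaching 50%; inconclusive means half or more replicates reach 50% but mean below 50%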;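 further: 0% = complete ARNT plus TACC3 wells and 100% = ARNT alone without TACC3; many hits fall short of the cut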
PAX8 reporter: lowers PAX8-driven luciferase in RMG-I cells; RMG-I TPO-luciferase reporter, SteadyGlo, 24 h; inhibition, % at 12.6 µM; 360,000 compounds, 1.2% hits; AID 652154;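 active means mean replicate inhibition at least 60% with every replicate also reaching 60%; inconclusive means only one of the two criteria is met; inactive means mean below 60% and not all replicates reaching 60%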;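 further: luciferase light reporting Pax8 driven TPO promoter activity; plate controls were median of neutral control wells for no effect and mitoxantrone controls for full effect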
* hit, by the source's call; ? = inconclusive; . = not tested or not shown. An unsorted share of the library; any-hit rate near 4.9%.

SMILES	Casp6 inh	LGR2 antag	EWS-Fli inh	SIRT5 inh	DENV2 CPE rescue	ARNT TACC3 PPI	PAX8 reporter
O=C(O)CCC(=O)N1CCc2cc(S(=O)(=O)N3CCC(Cc4ccccc4)CC3)ccc21	2	-14	-2	-1	5	-6	-16
C[C@H]1CCCCO[C@H](CN(C)C(=O)c2ccccc2)[C@@H](C)CN([C@@H](C)CO)C(=O)c2cc(NS(C)(=O)=O)ccc2O1	-1	-2	-3	-1	-12	-1	-18
COc1ccccc1C(=O)COC(=O)c1cc(=O)[nH]c2ccccc12	0	0	2	-3	6	0	18
O=C(COC(=O)COc1ccccc1)Nc1ccc(Br)cc1Br	0	-13	-2	1	3	-3	-4
CC(C)NC(=S)NC(=O)/C=C/c1ccc(F)cc1	-2	-20	8	-2	-2	2	-23
Cc1ccc(O)c(N=Cc2cc(Cc3ccccc3)cc([N+](=O)[O-])c2O)c1	.	-19	11	-4	-2	-1	10
COc1ccc(-c2csc(NC(=O)Cc3ccccc3)n2)cc1OC	6	-8	.	-3	4	2	-5
Cc1ccc(-c2ccc(C3[C@H]4CNC[C@@H]3N4Cc3ccccc3F)cc2)cc1 (some centres not stated)	.	26	-3	.	?	.	-1
O=C(C[C@H]1C[C@@H]2c3cc(NC(=O)CC4CC4)ccc3O[C@@H]2[C@H](CO)O1)NCc1ccccn1	-3	6	-3	-3	6	0	6
Cc1ccc(CN(C)C[C@H]2OCc3cn(nn3)CCCC(=O)N([C@H](C)CO)C[C@@H]2C)cc1	.	-10	8	.	.	.	-7
S=c1nn[nH]c2ccccc12	1	6	13	.	1	-3	24
Cc1ccc(S(=O)(=O)NCC(=O)N(c2ccccc2)C(C(=O)NCc2ccccc2)c2ccco2)cc1 (configuration not stated)	2	37	18	4	-18	-3	-12
O=C1/C(=C/c2ccc(F)cc2)SC(=S)N1CC(=O)N1CCCCC1c1cccnc1 (configuration not stated)	5	0	6	0	4	8	70*
CCS(=O)(=O)NCC[C@H]1CC[C@H](NC(=O)C2CCC2)[C@@H](CO)O1	-2	-9	4	3	12	-11	2
CO[C@H]1CC[C@@H]2CCN(C)C(=O)[C@@H](C)N(C)C(=O)c3cc(C#N)ccc3OC[C@@H]1O2	9	11	1	1	-2	4	-2
c1ccc(-n2cc(CN3CCCC3)c(-c3ccc4c(c3)OCO4)n2)cc1	-6	7	-9	-4	?	-2	1
C[C@H]1CCCCO[C@H](CN(C)S(=O)(=O)c2cn(C)cn2)[C@@H](C)CN([C@@H](C)CO)C(=O)c2cc(NS(=O)(=O)c3cn(C)cn3)ccc2O1	-3	-12	-11	2	0	6	-2
COCCCN1C(=O)c2ccc(C(=O)N3CCN(c4ccccc4OC)CC3)cc2C1=O	-2	2	.	-2	6	2	-2
CCCNC(=O)C[C@H]1CC[C@@H]2[C@H](COc3ccc(NC(=O)c4cccc(OC)c4)cc3C(=O)N2C)O1	-1	-9	-3	1	15	-1	-12
Cc1ccc(S(=O)(=O)N2[C@@H](c3ccc(C(C)(C)C)cc3)C(C(=O)O)=CC[C@H]2c2ccc(Cl)cc2)cc1	26	13	-19	16*	13	-5	0
CSc1nc(Cl)c(Cc2ccc(OC(C)C)cc2)c(N(C)C)n1	4	.	3	-6	?	-6	37
Nc1c(C(=O)N2CCCCCC2)oc2ccccc12	1	-2	.	1	-5	0	-16
O=C1C2Sc3[nH]c(=O)sc3C(c3cc([N+](=O)[O-])ccc3O)C2C(=O)N1c1ccccc1 (configuration not stated)	3	-4	-6	2	-5	17	8
CCc1nnc(NC(=O)CCC(=O)Nc2ccc(C)cc2)s1	-2	6	.	13	5	6	-14
CCOC(=O)C1CCCN(C(=O)Cn2nc(C)n3c(cc4c(OC)cccc43)c2=O)C1 (configuration not stated)	0	1	.	-27	0	-1	4
CCOCCCn1c(SCC(=O)Nc2ccc(OC)cc2)nc2ccccc2c1=O	0	14	-8	0	1	-4	6
CCCC(=O)Nc1ccc2c(c1)C(=O)N(C)[C@H]1CC[C@@H](CC(=O)NCc3cccc(F)c3)O[C@H]1CO2	2	11	-3	2	-3	0	3
CCCN(C)C[C@H]1OCCCC[C@@H](C)Oc2ccc(NS(=O)(=O)c3ccc(F)cc3)cc2C(=O)N([C@@H](C)CO)C[C@H]1C	-1	1	1	5	17	7	37
C[C@H]1CN([C@@H](C)CO)C(=O)Cc2cc(NC(=O)Nc3ccccc3)ccc2O[C@@H]1CN(C)S(=O)(=O)c1cccs1	0	8	-11	.	17	-1	-5
COc1ccc(NC(=O)c2ccccc2NS(=O)(=O)c2ccc(CNC(C)=O)cc2)c(OC)c1	-4	-4	10	.	0	0	1

7 of the entries above in order of the Casp6 inh value, largest number first.
structure	Casp6 inh
CSc1nc(Cl)c(Cc2ccc(OC(C)C)cc2)c(N(C)C)n1	4
O=C1C2Sc3[nH]c(=O)sc3C(c3cc([N+](=O)[O-])ccc3O)C2C(=O)N1c1ccccc1 (configuration not stated)	3
CCCC(=O)Nc1ccc2c(c1)C(=O)N(C)[C@H]1CC[C@@H](CC(=O)NCc3cccc(F)c3)O[C@H]1CO2	2
CCOCCCn1c(SCC(=O)Nc2ccc(OC)cc2)nc2ccccc2c1=O	0
CCCN(C)C[C@H]1OCCCC[C@@H](C)Oc2ccc(NS(=O)(=O)c3ccc(F)cc3)cc2C(=O)N([C@@H](C)CO)C[C@H]1C	-1
CCc1nnc(NC(=O)CCC(=O)Nc2ccc(C)cc2)s1	-2
COc1ccc(NC(=O)c2ccccc2NS(=O)(=O)c2ccc(CNC(C)=O)cc2)c(OC)c1	-4

Next part:
SMILES	Casp6 inh	LGR2 antag	EWS-Fli inh	SIRT5 inh	DENV2 CPE rescue	ARNT TACC3 PPI	PAX8 reporter
O=C(C[C@H]1CC[C@@H]2[C@H](COC[C@@H](O)CN2S(=O)(=O)c2ccc(Cl)cc2)O1)NCc1ccc(Cl)c(Cl)c1	1	3	4	-1	-7	-3	25
CCC(C)[C@H](NC(=O)N1CC(=O)Nc2ccccc21)C(=O)N1CCC[C@@H]1C(=O)O (some centres not stated)	-2	6	-2	.	-4	-17	.
CN(C[C@@H](CC1CCCCC1)N(C[C@H](Cc1ccccc1)N(CCc1ccccc1)N=O)N=O)N=O	-1	-11	9	.	12	-1	22
Cc1cccc(C(=O)Nc2sc(-c3ccccc3)cc2C(=O)O)c1	9	-82	-120	3	10	5	-163
O=C(NCCCn1ccnc1)c1ccc(-c2cccc(C(F)(F)F)c2)o1	-6	-3	-5	2	-7	-5	8
CN1CCN(C(=O)/C(=C/c2cccs2)NC(=O)c2ccco2)CC1	4	.	-14	0	.	-23	15
CCCCCCCCN1C(=O)[C@H](CC(=O)NCc2cccc(C(F)(F)F)c2)C[C@@]2(C(=O)OC)CC(C)(C)CC=C12	-1	5	-8	15	44*	.	13
Cc1noc(C)c1NC(=O)Nc1ccc2c(c1)C(=O)N([C@@H](C)CO)C[C@@H](C)[C@H](CN(C)C(=O)NC1CCCCC1)OCCCC[C@@H](C)O2	-1	4	-6	-4	-4	-6	-8
Cc1cc(N2CCN(c3ccc(F)cc3)CC2)n2ncnc2n1	2	.	9	-2	7	-3	2
CCOC(=O)c1ccc(NC(=O)c2ccco2)cc1	-1	-53	-98	17*	2	-8	-183

Given as labelled records: part of the list above.
> CN1CCN(C(=O)/C(=C/c2cccs2)NC(=O)c2ccco2)CC1
  Casp6 inh: 4
  LGR2 antag: .
  EWS-Fli inh: -14
  SIRT5 inh: 0
  DENV2 CPE rescue: .
  ARNT TACC3 PPI: -23
  PAX8 reporter: 15
> CCCCCCCCN1C(=O)[C@H](CC(=O)NCc2cccc(C(F)(F)F)c2)C[C@@]2(C(=O)OC)CC(C)(C)CC=C12
  Casp6 inh: -1
  LGR2 antag: 5
  EWS-Fli inh: -8
  SIRT5 inh: 15
  DENV2 CPE rescue: 44*
  ARNT TACC3 PPI: .
  PAX8 reporter: 13

More structures.
SMILES	Casp6 inh	LGR2 antag	EWS-Fli inh	SIRT5 inh	DENV2 CPE rescue	ARNT TACC3 PPI	PAX8 reporter
CNC[C@@H]1Oc2ccc(NC(=O)Nc3ccc(F)cc3)cc2C(=O)N([C@@H](C)CO)C[C@H]1C	-1	14	-3	-1	12	-31	-9
COC(=O)c1sc(N2C(=O)C(O)=C(C(=O)c3ccc(C)o3)C2c2cc(OC)ccc2OC)nc1C (configuration not stated)	6	6	2	4	7	-5	1
OC(COc1ccc(CN2CCCCO2)cc1)CN1CCCCC1 (configuration not stated)	-11	3	-2	-4	?	1	7
CC(C)(C)Cc1cc(N)on1	.	-2	.	.	.	8	18
COC(=O)C1=C(C)N(C)C(=S)N(C)C1c1cccc(Br)c1 (configuration not stated)	.	14	1	-5	.	-1	-18
Brc1cccc(-c2nc3ccc(Br)cn3c2Cc2ccsc2)c1	-5	-69	-54	1	-11	.	-53
Cc1ccc(C(=O)NCCCc2ccccc2)c(C)c1	1	-34	-59	-3	-1	-10	-178
COc1ccc(C(C(=O)NCC2CCCO2)N(C(=O)CNC(=O)c2cccs2)c2ccc(C(C)=O)cc2)cc1OC (configuration not stated)	1	26	8	0	4	4	-3
COc1ccc(S(=O)(=O)Nc2ccc3c(c2)C(=O)N([C@H](C)CO)C[C@@H](C)[C@@H](CN(C)C(=O)CCC(F)(F)F)OCCCC[C@H](C)O3)cc1	-4	16	4	2	0	-2	25
COCCCn1c(C)nnc1SCC(=O)Nc1ccc(C(C)=O)cc1	-3	-5	-1	-1	-3	-7	-10
CCCNC(=O)C1(C)CCCN(C(=O)c2cc(F)ccc2C)C1 (configuration not stated)	-1	-14	-1	.	-4	.	13
Cc1ccc(Cc2c(-c3ccc(Cl)cc3)nc3cc(C)c(Br)c(C)n23)cc1	-3	.	-28	2	-7	.	4
O=S(=O)(Nc1nccs1)c1cnc(Cl)c(Br)c1	0	6	-1	-6	19	3	4
CC(C)N1C(=S)SC(C)(C)C1n1oc(=O)n(-c2cccc(Cl)c2)c1=O (configuration not stated)	-11	-12	1	-1	-3	-10	0
OC[C@H]1[C@H](c2ccc(-c3ccc(F)cc3)cc2)[C@@H]2CN(Cc3ccncc3)CCCCN12	1	-11	-2	15	44*	0	-6
COc1ccc(C(=O)NNC(=S)NC(=O)c2cccc([N+](=O)[O-])c2)cc1	1	-3	13	3	-4	2	5
C/C(=N\Nc1nc(C)cc(C)n1)c1ccc(N2CCOCC2)cc1	-2	3	6	4	-3	-2	-15
CCC(=O)N1C[C@H]2[C@@H](c3ccccc31)[C@H](CO)N2Cc1ccccc1Cl	-2	1	-1	1	10	-6	18
O=C(NCCCN1CCCC1=O)C1CCCO1 (configuration not stated)	2	-14	6	-7	0	17	14
O=C(O)c1ccc(S(=O)(=O)N2CCCc3ccccc32)cc1	.	22	17	-1	-5	4	17
CO[C@H]1CN(C)C(=O)c2ccc(NC(=O)C3CCCC3)cc2OC[C@@H](C)NC[C@H]1C	1	-2	1	-2	?	-15	-16
COc1ccc(C(=O)N/C(=C/c2cccnc2)C(=O)Nc2cccc(C(C)=O)c2)cc1OC	.	0	6	-2	0	3	32
COc1ccc(CCNC(=O)CSCc2ccc(F)cc2)cc1OC	.	-19	.	.	.	6	-13

Bioassay records: PubChem BioAssay, Broad Institute
